# Screening results (PubChem BioAssay)
# IDE cell activ: boosts human insulin-degrading enzyme activity in HEK cells. activation, % at 5.96 µM. FAbeta-B cleavage, fluorescence polarization; 0% vehicle, 100% cell-free pure enzyme wells. P14735. 0.073% of 340,000 active;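 active = activation above the mean of all tested compounds plus 3 SD, set per screening campaign, cut at about 17% in these data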
# pCIP destab: p/CIP protein destabilization | 0.01% of 290,000 active | Q05BA5 | F442A p/CIP-EGFP cells, EGFP fluorescence, 16 h | AID 1984 | decrease of EGFP signal, % at 10 µM;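 active = EGFP signal decrease of at least 30% at 10 µM or well 3 SD below plate mean, unless failing retest; inactive = the rest, including hits failing retest or dose response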; note: some compounds called inactive have numbers as strong as hits; many of its hits are not listed in these tables
# SUMO HTRF inh: inhibitors of human SUMOylation (UBC9) | HTRF SUMOylation assay, SAE1/SAE2 + UBC9, in vitro | 0.36% of 290,000 active | inhibition, % at 35 µM; in the data active = inhibition above about 50%, passing the limit was not always enough; note: strong numbers were not always called active
# Target sequence (P63279 whole entry, looked up): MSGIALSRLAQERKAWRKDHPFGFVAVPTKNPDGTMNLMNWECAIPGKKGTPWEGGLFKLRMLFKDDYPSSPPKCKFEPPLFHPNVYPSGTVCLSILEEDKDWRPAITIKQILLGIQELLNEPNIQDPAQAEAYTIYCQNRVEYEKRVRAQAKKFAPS
# GalR3 antag: human GalR3 antagonism; 0.44% of 360,000 active; inhibition, % at 3 µM; HEK293 GalR3-CNG cAMP membrane potential fluorescence; galR3 body fused to GalR1 C-terminus; AID 651719; O60755;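 active = inhibition above the screen-wide average plus 3 SD, cut at about 13% in these data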;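 note: forskolin and galanin both at EC90 stimulate the cells; cAMP rise reported by CNG channel membrane potential dye signal; 0% = forskolin plus galanin with DMSO and 100% = forskolin alone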
# Target sequence (O60755 1-299 limits assumed): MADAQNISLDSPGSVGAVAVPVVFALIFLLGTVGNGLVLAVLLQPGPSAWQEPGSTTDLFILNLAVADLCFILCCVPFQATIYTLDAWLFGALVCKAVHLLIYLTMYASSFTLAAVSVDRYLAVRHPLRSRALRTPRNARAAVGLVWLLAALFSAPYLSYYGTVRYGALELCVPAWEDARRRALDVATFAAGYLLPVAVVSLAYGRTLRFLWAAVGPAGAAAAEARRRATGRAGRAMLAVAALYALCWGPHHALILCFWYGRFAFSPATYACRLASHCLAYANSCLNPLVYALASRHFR
# IMP-1 inhibitor: blocks Pseudomonas aeruginosa IMP-1 metallo-beta-lactamase. purified IMP-1, nitrocefin hydrolysis, epi-absorbance fluorescence. inhibition, % at 5.6 µM. 0.45% of 290,000 active;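 active = inhibition above the mean plus 3 SD of all compounds in the same screening run, cut at about 4.5% in these data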;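 note: 0% = IMP-1 with DMSO and 100% = DMSO wells lacking enzyme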
#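 System: Purified IMP-1 | Read-out basis: Percent enzyme inhibition | Controls: IMP-1 with DMSO as 0%, enzyme-free DMSO as 100% | Replicates: One well per compound | Doses: 5.6 µM nominal single concentration | Detection: Epi-absorbance fluorescence, 480 nm excitation, 530 nm emission | Incubation: 25 °C, 15 min preincubation, 25 min reaction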
# CRFBP-R2 block: antagonists of CRF-binding protein/CRF-R2 receptor complex; HEK293 CRF-R2/CRF-BP, CRF-induced calcium fluorescence; inhibition, % at 11.8 µM; 0.59% of 350,000 active;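 active = inhibition of the ligand-induced calcium signal above about 50% at the single tested concentration, limit read from the data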
# IDE cell inh: inhibitors of human insulin-degrading enzyme in cells; AID 434962; P14735; HEK cells, FAbetaB cleavage, fluorescence polarization; inhibition, % at 5.59 µM; 0.41% of 320,000 active;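 active = percent inhibition above the average of all tested compounds plus 3 SD, set per screening campaign, cut at about 16% in these data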;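 note: IDE supplied by intact live HEK cells; FP after avidin binding of uncleaved biotin substrate so inhibition keeps polarization high; 0% = DMSO wells and 100% = 60 µM reference IDE inhibitor Ii1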
# HCV NS3 hel inh: HCV NS3 helicase inhibition | NS3 helicase DNA unwinding, Cy5 molecular beacon fluorescence | 0.56% of 290,000 active | inhibition, % at 10.9 µM;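 active = inhibition above the mean of all tested compounds plus 3 SD, set per campaign, cut at about 35% in these data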;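 note: 0% = DMSO wells and 100% = thioflavine S control wells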
#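 Material: hepatitis C virus NS3 helicase domain fragment enzyme; measured by: Cy5 fluorescence, 0 and 60 min reads; control set: DMSO and thioflavine S; incubation: 60 min unwinding reaction at 25 °C after ATP addition; read-out basis: % inhibition from 60/0 min fluorescence ratio, DMSO 0%, thioflavine S 100%; repeats: singlicate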
# VIM-2 inhibitor: inhibitors of Pseudomonas aeruginosa VIM-2 metallo-beta-lactamase; AID 1527; purified VIM-2, nitrocefin hydrolysis, epi-absorbance fluorescence; inhibition, % at 5.6 µM; 0.89% of 290,000 active;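 active = inhibition above the mean of all tested compounds plus 3 SD, cutoff set per screening run, cut at about 7.5% in these data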;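 note: red hydrolysis product quenches plate fluorescence so inhibitors raise well fluorescence; 0% = enzyme with DMSO and 100% = DMSO without enzyme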
# The depositor's hits bear a star; · = not tested or not shown.
SMILES,IDE cell activ,pCIP destab,SUMO HTRF inh,GalR3 antag,IMP-1 inhibitor,CRFBP-R2 block,IDE cell inh,HCV NS3 hel inh,VIM-2 inhibitor
Cc1ccc(-c2csc3ncn(CC(=O)N4CCOCC4)c(=O)c23)cc1C,2,-11,-4,0,-1.4,8,3,31,-0.8
COc1ccc(-c2nc(NC(=O)c3cc(C(C)(C)C)nn3C)sc2C)cc1,1,-10,-15,·,-1.8,-32,-2,-8,-2.1
c1ccc(Cn2nnc3ccccc32)cc1,1,-15,17,-5,-3.5,9,-3,-2,-4.1
O=C(CNC(=O)c1ccc(S(=O)(=O)N2CCCCC2)cc1)N/N=C/c1ccco1,0,-13,17,2,-4.7,-10,-2,0,-0.7
N#CC1=C(N)NC(SCC(=O)O)=C(C#N)C12CCCC2,1,-15,12,-2,-0.5,-12,-4,10,-3.2
O=C(Nc1ccc(-c2csc(-c3ccccc3)n2)cc1)c1ccccc1,8,-6,-8,-1,-3.0,-4,-1,1,-1.7
CC1(C)[C@@H](O)CC[C@]2(C)[C@H]3C(=O)C=C4[C@@H]5C[C@@](C)(C(=O)O)CC[C@]5(C)CC[C@@]4(C)[C@]3(C)CC[C@@H]12,6,2,-8,1,-3.2,25,-1,-6,-3.1
Cc1nn(Cc2c(F)c(F)c(F)c(F)c2F)c(C)c1NC(=O)c1ccc(COc2ccccc2Cl)cc1,-4,-2,-13,-5,-2.3,25,·,10,-1.8
Cc1ccccc1CS(=O)(=O)Cc1ccc(C(=O)NCCc2ccccc2)o1,-2,0,·,0,-1.7,3,-1,2,-1.3
Cc1ccc(NC(=O)NC(=O)CN2CCN(c3ccc(O)cc3)CC2)c(C)c1,0,1,-7,-9,-2.0,5,3,-4,-1.5
Oc1ccc(-c2cn3ccccc3n2)cc1,1,2,1,-4,-2.4,1,5,11,-1.7
CCOC(=O)C1CCCN(C(=O)c2cc3ccccc3oc2=O)C1 (stereo not drawn),-4,-6,9,-6,-1.4,3,-2,-2,-1.8
Cc1ccccc1C(=O)Nc1cc(-c2cc(C(C)(C)C)oc2C)nn1C,3,-3,-14,-3,0.3,-10,0,4,0.4
CCN1C(=O)C2(C(C#N)=C(N)Oc3n[nH]c(COC)c32)c2ccccc21 (stereo not drawn),6,-10,-10,-13,-1.2,-4,0,5,-1.5
Cc1nc(N2CCC(C)CC2)c2oc3ccccc3c2n1,2,5,-8,-5,-1.5,-8,0,2,0.1
O=S(=O)(c1cccc(-c2nc3n(n2)Cc2ccccc2-3)c1)N1CCCC1,-1,-21,27,-2,-2.8,-35,-3,1,-2.5
C=CCn1c(SCC(=O)Nc2cccc(S(N)(=O)=O)c2)nnc1C1CCCCC1,-3,·,·,-5,·,10,-3,·,·
O=[N+]([O-])c1ccccc1S(=O)(=O)Nc1ccn(Cc2c(F)cccc2Cl)n1,3,-14,10,-2,1.7,13,-5,28,2.0
Cc1cccc(NC(=S)NCCc2ccc(F)cc2)c1C,-6,-14,0,-2,-3.1,-23,7,0,-2.8
CCOc1ccccc1NC(=O)COC(=O)C(CC)c1ccccc1 (stereo not drawn),-3,8,-10,4,-2.8,29,6,-4,-1.5
Cc1noc(C)c1C(=O)NC1CCCc2ccccc21 (stereo not drawn),-1,-21,11,-4,0.8,3,5,3,-3.1
Cc1sc(NC(=O)c2ccco2)nc1-c1ccccc1,4,-3,-4,-7,0.9,-12,3,-19,0.9
C=CCOC(=O)CC(NC(=O)c1ccccc1)c1ccccc1 (stereo not drawn),5,6,8,-1,-2.9,2,1,4,-2.5
CC(=O)CSc1ncnc2scc(-c3ccc(F)cc3)c12,-2,15,1,2,-0.2,9,-5,-9,4.8
O=C(CCN1CCCC1)Nc1ccccc1,2,1,10,1,-3.6,20,1,-3,-0.3
Cc1cc(C(=O)NCC23CC4CC(CC(C4)C2)C3)c(C)o1,·,-7,6,·,-2.0,·,1,9,-2.6
C=CCn1c(=O)c2ccccc2n2c(SCC(=O)NCc3cccs3)nnc12,4,2,-9,-2,0.3,-5,1,4,3.1
Cn1c(=O)oc2cc(S(=O)(=O)NCc3ccc(F)cc3)ccc21,-1,-11,5,-3,-0.8,-6,-3,2,0.3
CC(C)[C@H](NC(=O)C1CCN(S(=O)(=O)c2ccccc2)CC1)C(=O)NCc1ccccn1,7,6,13,1,0.2,-4,-3,-3,-1.7
COC(=O)c1c(C(=O)OC)c(-c2ccc(Cl)cc2)n2c1CS(=O)(=O)C2,·,-6,-2,-2,-3.4,17,4,4,-3.3

# Entries of single compounds, quoted from the list. Screens in order: IDE cell activ | pCIP destab | SUMO HTRF inh | GalR3 antag | IMP-1 inhibitor | CRFBP-R2 block | IDE cell inh | HCV NS3 hel inh | VIM-2 inhibitor
# Cc1cc(C(=O)NCC23CC4CC(CC(C4)C2)C3)c(C)o1 is entered as · | -7 | 6 | · | -2.0 | · | 1 | 9 | -2.6
# Cc1sc(NC(=O)c2ccco2)nc1-c1ccccc1 is entered as 4 | -3 | -4 | -7 | 0.9 | -12 | 3 | -19 | 0.9
# CC(=O)CSc1ncnc2scc(-c3ccc(F)cc3)c12 is entered as -2 | 15 | 1 | 2 | -0.2 | 9 | -5 | -9 | 4.8

# (cont.)
SMILES,IDE cell activ,pCIP destab,SUMO HTRF inh,GalR3 antag,IMP-1 inhibitor,CRFBP-R2 block,IDE cell inh,HCV NS3 hel inh,VIM-2 inhibitor
CC(=O)c1cccc(N(C(=O)CNC(=O)c2cccs2)C(C(=O)NCC2CCCO2)c2ccccc2)c1 (stereo not drawn),2,-7,10,-1,-1.3,-4,1,-3,-2.1
CN(C)c1ncc(CN2CCC(CO)(CCCc3ccccc3)CC2)s1,4,2,4,-1,-1.6,-21,0,7,-0.8
Cc1ccc(NC(=O)N2CCC(C(=O)NCc3ccccc3)CC2)cc1,3,0,6,-5,-1.6,-4,1,-2,-0.1
CCCCNc1c(NC(C)=O)c(=O)oc2ccccc12,-2,-3,-1,-2,-1.4,0,-1,9,-0.3
Cn1nnnc1Sc1ncnc2scc(-c3ccc(C(F)(F)F)cc3)c12,0,·,·,-2,·,4,2,·,·
CCc1c(C(=O)NNC(=S)NCC2CCCO2)csc1C (stereo not drawn),7,-6,0,1,-1.7,7,0,5,-3.7
CC(C)(C)c1ccc(OCC(=O)NNC(=O)Cc2cccs2)cc1,2,3,-18,-5,-2.0,11,4,-2,-3.2
COC(=O)c1ccc(OCC(=O)c2ccc(C)c(C)c2)cc1,-7,-8,-13,-8,-3.1,37,-2,-3,-1.8
CCOC(=O)c1oc2ccccc2c1NC(=O)c1cc(OC)cc(OC)c1,2,-2,-23,1,-3.9,-4,2,0,-1.2
Cc1cc(NC(=O)CSc2ccccn2)cc(NC(=O)CSc2ccccn2)c1,-1,-3,-3,-5,-1.6,8,4,7,-1.1
CCCCC(=O)NCCNc1nc2c(c(=O)n(C)c(=O)n2C)n1Cc1ccc(F)cc1,-6,-12,-2,-2,-2.8,10,-1,-4,0.5
Cc1cccc(C)c1NC(=O)CNC(=O)CN1C(=O)NC2(CCc3ccccc32)C1=O (stereo not drawn),5,·,·,-5,·,46,2,·,·
Cc1c(CCC(=O)O)c(=O)oc2c(C)c3occ(-c4ccc(Br)cc4)c3cc12,-3,-16,13,-9,24*,11,·,15,4.2
COc1ccccc1-c1cn(C(C)(C)C)nc1C,2,-4,-7,-7,-0.3,37,3,5,-1.7
Cc1cc(C)cc(NC(=S)N2CCC(NC(=O)c3ccco3)CC2)c1,2,-12,3,-7,1.8,-4,2,6,-0.1
NC(=O)C1CCN(C(=O)c2ccc(Cl)c(S(=O)(=O)NCc3ccco3)c2)CC1,2,·,·,-3,·,3,-1,·,·
CCC(c1nnc(SC(C)C(=O)NC2CC2)n1-c1ccc(OC)cc1)N(C)C (stereo not drawn),0,·,·,-1,·,-4,7,·,·
O=C(COc1cccc2ccccc12)NNC(=O)Nc1ccccc1,6,-7,-10,-11,-2.2,-11,-7,3,-0.5
Cc1ccccc1NC(=O)Nc1c(C)n(C)n(-c2ccccc2)c1=O,5,2,-3,-1,-2.7,-9,2,2,-6.1
O=C(c1cccc(F)c1)N1CCN(CC2CC3C=CC2C3)CC1 (stereo not drawn),-2,-3,-38,-1,-2.7,-5,7,13,-2.3
Cn1c(=O)n(C)c2cc([N+](=O)[O-])c(N3CCN(C(=O)c4ccccc4)CC3)cc21,3,-14,12,-6,-1.9,38,-3,1,-1.3
CCOC(=O)c1c(NC(=O)CSc2nccn2C)sc(C(=O)NC)c1C,-5,·,·,-4,·,16,6,·,·
COC(=O)c1ccccc1NC(=O)C1CCN(C(=O)c2cc(OC)c(OC)c(OC)c2)CC1,5,-5,-1,-5,-2.2,18,1,-6,-1.7
Cc1ccc(S(=O)(=O)N2CCN(C(=O)CSc3nnc(C)s3)C2)cc1,1,-14,2,0,-2.0,12,1,8,-3.3
CCCCC(CC)CNCc1cccn1CCN1CCOCC1 (stereo not drawn),2,-10,16,-11,-2.0,5,-4,4,0.3
COC(=O)c1c(-c2ccc(OC)cc2)sc2ccc(N3CCOCC3)cc12,1,·,·,6,·,-11,1,·,·
Cc1ccc(CNC(=O)C23CN(Cc4ccccc4)CC2C(c2ccc([N+](=O)[O-])cc2)=NO3)cc1 (stereo not drawn),2,-28,14,-4,-0.4,8,6,-9,-0.8
Clc1ccc(OCc2nnc(SCc3nnc(-c4ccccc4)o3)o2)c(Cl)c1,3,-19,-10,-2,-2.2,9,9,-26,-1.2
CC1Cc2ccccc2N1C(=O)C(C)n1cc(C(F)(F)F)cc(Cl)c1=O (stereo not drawn),2,·,·,-8,·,-2,-2,·,·
CC(C)NC(=O)C(=O)NCCc1ccc(Cl)cc1,4,0,11,2,0.7,10,-1,-3,-0.8
c1ccc2nc3c(cc2c1)CCCCCC3,-6,-5,2,-6,-1.1,-29,3,-12,-2.0
O=C(/C=C/c1ccc([N+](=O)[O-])cc1)N1CCN(S(=O)(=O)c2ccccc2)CC1,-4,·,·,-1,·,9,-1,·,·
COC(=O)c1cc2oc(C)cc2n1CC(=O)Nc1ccc(C)c(C)c1,3,-5,-9,2,-0.3,-8,-6,9,0.8
O=C(Cc1csc(-c2ccccc2)n1)NCc1ccco1,4,-3,6,-3,-3.9,-4,5,3,-4.5
O=C(CN1CCN(Cc2ccccc2F)C1=O)NCC1CCCO1 (stereo not drawn),2,1,3,-8,-2.9,1,2,-1,-1.6
O=C(Nc1ccc2c(c1)OCCO2)C1CCN(S(=O)(=O)c2cccc3nsnc23)CC1,2,-2,15,-7,-2.2,-8,2,4,-2.3
Cc1[nH]c2ccc(CNS(=O)(=O)c3ccc(S(=O)(=O)N4CCOCC4)cc3)cc2c1C,5,-4,-3,0,-2.5,-2,-5,-4,1.8
CCOc1ccc(/C(CCC(=O)O)=N/NC(=S)NCCc2ccccc2)cc1,3,-4,22,2,-2.8,11,7,20,-4.0
CCc1nc2sc3c(c2c(=O)n1N)CCC3,-1,-6,19,4,-2.4,23,7,-2,1.0
O=C(NCCc1cnc[nH]1)c1ccc(-c2ccccc2)cc1,-1,5,12,-14,-3.0,-7,3,1,-1.2
